Screens from PubChem BioAssay.
MBNL1-CUG inh = blocks human MBNL1 binding to CUG repeat RNA | Q9NR56 | TR-FRET MBNL1-His/biotin-(CUG)12 binding, 665/545 ratio | Potency, µM (series often up to 57.5 µM), inactives show top-dose activity change, negative = inhibition, usual class: inhibitors | 280,000 compounds, 0.036% hits | AID 2675; active = well fitted inhibition curve with a large enough effect in the signal ratio, with a control signal flat, not every such curve was filed as active; inconclusive = small, poorly fitted or top-dose-only effect, or effect the other way, or a change in a side signal; inactive = no such curve, though single readings can be large or run the other way; the % refers to the signal ratio; note: % is set by controls: 0 for no effect and ±100 for the full control effect
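TR-FRET readout: Ex 340 nm, 665/545 nm emission ratio, normalized to buffer-only (basal) and MBNL1-(CUG)12 controls. Complex of MBNL1-His with Biotin-(CUG)12, compounds 92 nM–58 uM, incubated 60 min at room temperature.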
FLuc modulator = counter-screen for miR-21 project: firefly luciferase inhibitors or activators; 360,000 compounds, 6.9% hits; Potency, µM (doses to about 57.5 µM), for inactives: at the top dose activity change, negative = inhibition, usual class: inhibitors; P08659; purified FLuc, Km substrates, luminescence inhibition;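 note: plate controls were vehicle for no effect and reference inhibitor for full effect; nearly all actives have a fitted effect of over 55% in size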
Target sequence (P08659 whole entry, looked up): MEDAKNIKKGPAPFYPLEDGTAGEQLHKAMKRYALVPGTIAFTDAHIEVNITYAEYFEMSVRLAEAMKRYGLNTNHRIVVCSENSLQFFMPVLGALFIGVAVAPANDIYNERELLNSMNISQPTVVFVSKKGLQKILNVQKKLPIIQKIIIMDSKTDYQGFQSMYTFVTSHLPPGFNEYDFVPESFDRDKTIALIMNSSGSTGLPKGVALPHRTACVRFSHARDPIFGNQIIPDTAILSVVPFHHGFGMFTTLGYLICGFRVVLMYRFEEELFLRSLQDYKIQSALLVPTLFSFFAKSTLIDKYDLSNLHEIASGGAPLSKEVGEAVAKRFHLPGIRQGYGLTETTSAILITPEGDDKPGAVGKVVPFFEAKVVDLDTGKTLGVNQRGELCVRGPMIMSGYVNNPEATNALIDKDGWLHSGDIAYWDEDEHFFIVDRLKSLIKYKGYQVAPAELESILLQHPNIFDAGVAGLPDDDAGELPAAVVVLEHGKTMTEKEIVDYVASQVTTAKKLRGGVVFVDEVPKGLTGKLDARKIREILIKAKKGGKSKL
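Purified P. pyralis luciferase (10nM final) with 10uM D-luciferin and 10uM ATP (Km levels) in 50mM Tris acetate pH 7.5, 10mM Mg acetate, 0.01% Tween-20, 0.05% BSA; qHTS 6-point titration, ~60 µM downward; luminescence read.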
NPC1 promoter act = activators of NPC1 promoter; Huh7 NPC1 promoter luciferase reporter, 24 h; Potency, µM (doses to about 9.22 µM), without a hit: at the top dose activation, usual class: activators; 320,000 compounds, 2.4% hits; AID 485313;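 note: % of control where 0% means no effect; nearly all actives have a fitted effect of over 60% in size; reporter is driven by a mutant NPC1 promoter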
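Compounds in DMSO were transferred onto Huh7 NPC1-luciferase reporter cells pre-incubated 2 h; after 24 h at 37 °C, Amplite reagent was dispensed and luminescence recorded 10 min later.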
p53 reactivator = restores transcriptional activity of mutant p53; H1299 p53-A138V BP100-luciferase reporter, luminescence, 24 h; Potency, µM (top dose mostly 92.2 µM), without a hit: at the top dose activity change, positive = activation, usual class: activators; 320,000 compounds, 0.063% hits; note: % of control where 0% means no effect; nearly all actives have a fitted effect of over 45% in size
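H1299 (p53-null), stable ts p53-A138V + BP100-Luc; 1000 cells/well, Opti-MEM/10% FBS; cpd 4 pt, 1:5; 24 h, 37 deg C, 5% CO2; detection reagent 10 min RT; luminescence.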
ELG1 genotox = induces genotoxicity in HEK293T cells with luciferase-tagged ELG1; Potency, µM (highest dose often 46 µM), without a hit: top-dose activity change, positive = activation, usual class: activators; 330,000 compounds, 1.3% hits; HEK293T ELG1-luciferase reporter, luminescence, 16 h; note: % of control where 0% means no effect; nearly all actives have a fitted effect of over 60% in size
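Screening used a luciferase reporter fused to human ELG1 in HEK293T cells. Luminescence was read on a CCD plate imager after 16 hr exposure and 30 min ONE-Glo incubation.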
RORg inh = ROR gamma (mouse) transcription inhibition; P51450; Drosophila S2 Gal4-RORgamma UAS-luciferase reporter, 20 h; Potency, µM (series often up to 53.6 µM), for the others: at the top dose activity change, negative = inhibition, hits mostly inhibitors; 310,000 compounds, 5.4% hits; AID 2551; note: % is set by controls: 0 for no effect and ±100 for the full control effect; nearly all actives have a fitted effect of over 60% in size
Target sequence (P51450 whole entry, looked up, the tested form may be a part): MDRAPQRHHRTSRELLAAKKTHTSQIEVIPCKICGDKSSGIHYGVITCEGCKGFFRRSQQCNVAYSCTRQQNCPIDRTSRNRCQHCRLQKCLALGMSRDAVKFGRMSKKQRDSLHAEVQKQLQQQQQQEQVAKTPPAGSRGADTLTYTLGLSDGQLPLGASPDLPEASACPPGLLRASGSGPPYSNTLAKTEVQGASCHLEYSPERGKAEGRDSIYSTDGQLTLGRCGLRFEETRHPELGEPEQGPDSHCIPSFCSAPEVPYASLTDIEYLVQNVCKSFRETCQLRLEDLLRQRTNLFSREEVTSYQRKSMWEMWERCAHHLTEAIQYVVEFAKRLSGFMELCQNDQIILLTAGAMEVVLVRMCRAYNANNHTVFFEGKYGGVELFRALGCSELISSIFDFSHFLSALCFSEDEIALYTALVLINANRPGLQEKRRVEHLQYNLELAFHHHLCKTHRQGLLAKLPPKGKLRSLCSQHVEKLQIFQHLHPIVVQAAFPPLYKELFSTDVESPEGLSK
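Drosophila S2 cells stably expressing Gal4-DBD/mouse RORγ fusion under metallothionein promoter plus UAS-luciferase; compound 1 h, then 700 uM CuSO4 induction for 20 h at ambient temperature; inhibition read as reduced luminescence.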
BRCA1 expr act = BRCA1 expression activation. 380,000 compounds, 1.1% hits. MCF7-BRCA1-FFLuc reporter, luminescence, 48 h; response scale: scaled: vehicle 0%, 10 µM genistein 100%. Potency, µM (top dose mostly 46.1 µM), inactives show at the top dose activation, usual class: activators. AID 624202; note: nearly all actives have a fitted effect of over 80% in size; some results filed as inactive show a strong effect at the top dose
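48 h compound treatment of MCF7-BRCA1-FFLuc cells (phenol-red free MEM, 37 °C), then 15 min with luciferase substrate and luminescence imaging.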
VP16 counter = inhibits Gal4-VP16 luciferase reporter, ROR gamma counter-screen | Potency, µM (top dose mostly 53.6 µM), for inactives: at the highest dose activity, negative = inhibition, hits mostly inhibitors | 310,000 compounds, 3.5% hits | Drosophila S2 Gal4-VP16 UAS-luciferase, luminescence, 20 h;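 note: Gal4-VP16 expression switched on by copper sulfate through the metallothionein promoter; % is set by controls: 0 for no effect and ±100 for the full control effect; nearly all actives have a fitted effect of over 50% in size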
Rab9 promoter act = Rab9 promoter activation; Huh7 Rab9 promoter-luciferase reporter, luminescence, 24 h; AID 485297; 320,000 compounds, 2.8% hits; Potency, µM (series often up to 9.22 µM), for inactives: top-dose activation, negative = inhibition, usual class: activators; note: % of control where 0% means no effect; nearly all actives have a fitted effect of over 60% in size
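Cell-based reporter: Huh7 stable for Rab9 promoter-driven luciferase, plated in reduced-serum medium with 10% FBS at 1500 cells/well, compound-treated 24 h at 37 °C, luminescence read after 10 min reagent.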
uPA surface inh = inhibitors of cell surface uPA generation; cell surface uPA generation assay, qHTS; Potency, µM (top dose mostly 38.3 µM), inactives show at the top dose activity change, negative = inhibition, most hits filed as inhibitors; 330,000 compounds, 0.31% hits; AID 540303; active = well fitted inhibition curve with a large enough effect; inconclusive = small, poorly fitted or top-dose-only effect; inactive = no such curve, though single readings can be large or run the other way; tested in mouse RAW 264.7 cells; note: % is set by controls: 0 for no effect and ±100 for the full control effect; nearly all actives have a fitted effect of over 55% in size
MLL CXXC-DNA inh = blocks binding of human MLL CXXC domain to DNA; Q03164; MLL-CXXC / FITC-HOXA9 DNA fluorescence polarization; Potency, µM (highest dose often 115 µM), for inactives: top-dose activity change, negative = inhibition, most hits filed as inhibitors; 290,000 compounds, 0.037% hits; AID 2662; active = well fitted inhibition curve with a large enough effect in the polarisation, with a control signal flat, not every such curve was filed as active; inconclusive = small, poorly fitted or top-dose-only effect, or effect the other way, or a change in a side signal; inactive = no such curve, though single readings can be large or run the other way; the % refers to the polarisation
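Fluorescence polarization: 7 uM MLL-CXXC (stock) preincubated 5 min with compounds, then 50 nM fluorescein-HOX-A9 DNA (stock) added; 30 min ambient. Buffer 50 mM Tris-HCl pH 7.5, 50 mM NaCl, 1 mM DTT, 0.05% BSA.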
Starred values were filed as active, the others as inactive; ? = inconclusive; nt = not tested or not shown; [ ] = remark or other dose. Unless noted, calls come from the whole dose curve; as a rule, active = well fitted curve in the direction sought with a large enough effect; inconclusive = small, poorly fitted or top-dose-only effect, or another doubt; inactive = no such curve, though single readings can be large; an effect the other way counts as inactive or inconclusive. Potency is the fitted concentration of half-maximal effect. Only part of the results is shown (hit frequency here may not be typical).

structure,VP16 counter,p53 reactivator,MBNL1-CUG inh,ELG1 genotox,uPA surface inh,NPC1 promoter act,Rab9 promoter act,FLuc modulator,RORg inh,BRCA1 expr act,MLL CXXC-DNA inh
COc1ccc2c(c1)CCCC21NC(=O)NC1=O (stereo not drawn),-5%,-2%,-3%,-2%,5%,-2%,4%,-3%,-8%,-4%,-7%
COc1cc2c(cc1NC(=O)C(C)N1CCN(S(=O)(=O)c3ccc(C)c(C)c3)CC1)oc1ccccc12 (stereo not drawn),-4%,2%,9%,3%,nt,0%,-2%,-1%,-9%,-31%,26%
O=C(O)c1cc(-c2ccccc2)nc(-c2ccccc2)c1,nt,-14%,nt,-1%,?,1%,-2%,2%,nt,-18%,nt
O=C1CC[C@@H](CN(Cc2ccccn2)Cc2nc(-c3ccc(C(F)(F)F)cc3)no2)N1,-5%,-4%,-12%,-4%,-4%,-4%,-6%,-8%,24%,28%,-8%
O=C(NN=C1CCCC1)c1cc(O)cc(O)c1,-9%,22%,7%,0%,-9%,-3%,-1%,2%,1%,1%,-2%
Nc1ncnc2nc(SCC(=O)Nc3cccc(C(F)(F)F)c3)[nH]c12,7%,-1%,-4%,8%,2%,-1%,0%,?,6%,-11%,-4%
CC(C)(O)[C@H](O)COc1c2occc2cc2ccc(=O)oc12,0%,-2%,21%,-1%,7%,-3%,-4%,?,7%,35%,30%
COC(=O)c1c(NC(=O)CC2SC(N)=NC2=O)sc2c1CCC(C)C2 (stereo not drawn),-7%,-11%,nt,-1%,18%,-3%,-4%,-1%,?,-11%,-2%
O=C(CSc1nnc(-c2cccs2)n1-c1ccccc1)NCc1ccc2c(c1)OCO2,-8%,-8%,10%,-8%,3%,2%,9%,4%,18%,-48%,-3%
Cc1cc(C(=O)N/N=C/c2ccc([N+](=O)[O-])s2)c2ccccc2n1,3.5µM*,?,?,-13%,-13%,0%,15%,-8%,5.6µM*,-82%,-16%
CC(=O)c1cccc(NC(=O)NCc2cccnc2)c1,6%,nt,1%,nt,nt,nt,nt,-1%,3%,-50%,-3%
Cc1cc(C)n(-c2nc3sc4c(c3c3nnc(SCC(N)=O)n23)CC(C)(C)OC4)n1,-4%,-5%,13%,1%,0%,-3%,-1%,1%,8%,-22%,7%
Nc1ccc(C(=O)N2CCCC2)cc1CS(=O)(=O)c1ccc(Cl)cc1,5%,-3%,nt,-1%,0%,-24%,2%,-3%,0%,7%,9%
CCOc1ccc(S(=O)(=O)N(CCO)CCO)cc1-c1nc2c(C(C)(C)C)nn(C)c2c(=O)[nH]1,-8%,1%,-3%,0%,-9%,-4%,3%,12%,-6%,-13%,-5%
CCN1CCN(S(=O)(=O)c2ccc(Cl)c(C(=O)Nc3ccc(OC(F)F)cc3)c2)CC1,6%,11%,1%,-7%,2%,1%,-7%,-2%,17%,-18%,18%
CN(C)CCCN(C(=O)c1ccc2c(c1)CCCC2)c1nc2ccc(Cl)cc2s1,?,8%,?,-6%,8%,-2%,-4%,4%,?,-92%[inhibitor],-5%
COC(=O)c1sc2nc3c(cc2c1N)COC(C)(C)C3,-2%,?,?,8.2µM*,-20%,2.8µM*,3.5µM*,11µM*,?,4.5µM*,14%
NS(=O)(=O)c1ccc(NC(=O)COC(=O)c2ccc([N+](=O)[O-])s2)cc1,8%,1%,?,-3%,0%,0%,0%,2%,5%,4%,-28%
O=C(CN(Cc1ccco1)C(=O)c1ccc(Cl)cc1)Nc1c(Cl)cc(Cl)cc1Cl,?,8%,nt,-1%,9%,1%,-3%,-1%,0%,2%,7%
O=C(CN1CCOCC1)NCC12CC3CC(CC(C3)C1)C2,10%,1%,4%,3%,-7%,3%,6%,3%,3%,8%,-3%
O=c1c2ccccc2[nH]c(=S)n1CCN1CCN(Cc2ccccc2)CC1,?,7%,?,-1%,nt,-4%,-3%,-1%,35µM*,-23%,1%
Cc1ccc(NC(=O)CCN2CCN(CCO)CC2)cc1Br,-6%,-1%,-5%,4%,-12%,2%,10%,1%,-12%,0%,5%
Cc1cccn2c(=O)c3cc(S(=O)(=O)c4ccc(Br)cc4)c(=N)n(C4CCCC4)c3nc12,-7%,6%,-3%,1%,2%,-4%,-4%,-2%,-11%,-2%,-7%
Cc1cc(NS(=O)(=O)c2ccc(NS(=O)(=O)c3cc(C)c(Cl)cc3Cl)cc2)no1,-12%,14%,-4%,12%,0%,-4%,4%,0%,1%,3%,16%
Cn1nnnc1SCC(=O)Nc1ccccc1C(=O)NCc1ccccc1,0%,0%,11%,2%,8%,0%,1%,-2%,12%,-4%,7%

Compounds shown so far that contain a CF3 group:
structure,VP16 counter,p53 reactivator,MBNL1-CUG inh,ELG1 genotox,uPA surface inh,NPC1 promoter act,Rab9 promoter act,FLuc modulator,RORg inh,BRCA1 expr act,MLL CXXC-DNA inh
O=C1CC[C@@H](CN(Cc2ccccn2)Cc2nc(-c3ccc(C(F)(F)F)cc3)no2)N1,-5%,-4%,-12%,-4%,-4%,-4%,-6%,-8%,24%,28%,-8%
Nc1ncnc2nc(SCC(=O)Nc3cccc(C(F)(F)F)c3)[nH]c12,7%,-1%,-4%,8%,2%,-1%,0%,?,6%,-11%,-4%

A few values from the entries so far.
In FLuc modulator, O=C(CSc1nnc(-c2cccs2)n1-c1ccccc1)NCc1ccc2c(c1)OCO2 reads 4%
In RORg inh, O=C(CN(Cc1ccco1)C(=O)c1ccc(Cl)cc1)Nc1c(Cl)cc(Cl)cc1Cl reads 0%

Later entries:
structure,VP16 counter,p53 reactivator,MBNL1-CUG inh,ELG1 genotox,uPA surface inh,NPC1 promoter act,Rab9 promoter act,FLuc modulator,RORg inh,BRCA1 expr act,MLL CXXC-DNA inh
CCOC(=O)C1=C(c2ccccc2)OC(N)=C(C#N)C1c1cccnc1 (stereo not drawn),8%,-3%,nt,1%,-4%,-2%,1%,?,-36%,-3%,1%
CCCOc1ccc(C(=O)NCCO)cc1,17%,4%,2%,8%,3%,-3%,-6%,5%,25%,20%,4%
COc1ccc(CCN2C(=O)NC(NC(=O)CC(C)C)(C(F)(F)F)C2=O)cc1OC (stereo not drawn),-7%,-9%,nt,0%,-1%,-1%,-11%,-1%,-2%,-7%,15%
C/C(=N\NC(=O)c1ccncc1)C12CC3CC(CC(C3)C1)C2,-8%,-7%,4%,-1%,2%,2%,0%,-3%,2%,-4%,?
COc1ccc(NC(=O)CSc2ccccc2)cc1S(=O)(=O)N1CCOCC1,-7%,6%,-5%,0%,-1%,3%,8%,0%,-2%,3%,-6%
Cc1nn(C)c(C)c1CNC(=O)/C=C/c1ccccc1F,-3%,11%,3%,0%,-1%,-3%,-6%,-13%,-12%,-10%,12%
COC(=O)c1sccc1-c1ccc(/C=N/OC(=O)c2cccs2)o1,-5%,5%,25%,4%,4%,2%,10%,5.4µM*,-17%,37%,69%[activator]
OC12CCCCC1C(c1ccc3c(c1)OCO3)N(Cc1ccc(F)cc1)CC2 (stereo not drawn),4%,-5%,4%,-8%,6%,-1%,1%,-1%,17%,-38%,-10%
O=S(=O)(c1ccc(S(=O)(=O)N2CCCC3(CCCCC3)C2)cc1)N1CCCCC1,-2%,-2%,0%,0%,-3%,-4%,-9%,3%,-24%,-4%,4%
Cc1cc(=O)n2c(sc3ccccc32)c1C#N,-6%,-1%,-2%,1%,-3%,5%,11%,-2%,7%,0%,5%
COc1ccccc1N1CCN(C(=O)c2ccc(CN3CCOCC3)cc2)CC1,-2%,1%,-3%,-1%,9%,1%,5%,0%,-4%,-37%,-1%

An excerpt from above, showing only MLL CXXC-DNA inh, ELG1 genotox and p53 reactivator.
compound | MLL CXXC-DNA inh | ELG1 genotox | p53 reactivator
CN(C)CCCN(C(=O)c1ccc2c(c1)CCCC2)c1nc2ccc(Cl)cc2s1 | -5% | -6% | 8%
COC(=O)c1sc2nc3c(cc2c1N)COC(C)(C)C3 | 14% | 8.2µM* | ?
NS(=O)(=O)c1ccc(NC(=O)COC(=O)c2ccc([N+](=O)[O-])s2)cc1 | -28% | -3% | 1%
O=C(CN(Cc1ccco1)C(=O)c1ccc(Cl)cc1)Nc1c(Cl)cc(Cl)cc1Cl | 7% | -1% | 8%
